SSB-PriA inh – inhibitors of Klebsiella pneumoniae PriA binding to SSB C-terminal tail; AlphaScreen SSBct-PriA binding, biotinylated peptide; inhibition, % at 33 µM; 430,000 tested, 0.6% active; AID 1272365; in the data active = inhibition mostly above about 37%, no sharp cut-off; inactive = mostly below about 20%;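 note: plate controls were negative control peptide for no effect and reference peptide for full effect; strong numbers were not always called active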
An asterisk follows results filed as active; & = joins results of further samples. This is a subset, so the mix of outcomes need not match the whole.

molecule,SSB-PriA inh
O=C(Nc1cc2ccccc2cc1NC(=O)c1ccc(Br)s1)c1ccc(Br)s1,-21&-14
Cc1cc(C(=O)Nc2nnc(-c3cc(C)n(C)n3)o2)no1,-15
Cc1ccc(Cn2c(=O)c3ncccc3n(CC(=O)OCc3ccccc3)c2=O)cc1,28
Cn1cnc(S(=O)(=O)NCC2CCN(Cc3ccsc3)CC2)c1,-8
O=S(=O)(N=C(Nc1ccc(F)cc1)C(F)(F)F)c1ccccc1,-9
Cn1nc(C2CC2)cc1N1CCN(C(=O)c2cccc(C(F)(F)F)c2)CC1,0
CC(C)(C)NC(=O)N1CCC(S(=O)(=O)c2ccc(F)cc2)CC1,10
Cc1ccc(Cc2nnc(NC(=O)c3ccnn3C)o2)cc1,-3
COc1ccc(C(=O)Cn2cnc3c(cnn3Cc3ccccc3F)c2=O)cc1,-3
Cc1cc(C(=O)Nc2nc(C(=O)NCCCn3ncccc3=O)co2)no1,-8
CCn1c(=NC(=O)c2cc(=O)c3ccccc3o2)sc2c(OC)ccc(OC)c21,0
O=S(=O)(c1ccccc1)N1CCC(c2ccccn2)C1 (stereo not given),40*
O=C(NCCSc1ncc(-c2ccccc2)[nH]1)C(=O)Nc1cc(F)ccc1F,-14
CC(C)c1ccc(OCC(=O)Nc2cc(-c3cccs3)nn2-c2nc(C(C)C)cc(=O)[nH]2)cc1,-15
COc1cccc(Cc2csc(Nc3ccc4c(c3)OCO4)n2)c1,-15
O=C(NCc1cncc(-c2ccsc2)c1)c1ccc(S(=O)(=O)N2CCCC2)cc1,2
COc1ccc(S(=O)(=O)N2CCOC2CNC(=O)C(=O)NCCCn2ccnc2)cc1 (stereo not given),102*
Cc1cccc(Oc2nccn3c(=O)n(CC(=O)Nc4ccccc4C(F)(F)F)nc23)c1C,-12
Cc1nc(NC(N)=NS(=O)(=O)c2ccccc2)nc2ccccc12,0
COc1ccc(CC(=O)NCC(OC)c2ccco2)cc1OC (stereo not given),14

Reformatted as labelled records: part of the list above.
> Cn1cnc(S(=O)(=O)NCC2CCN(Cc3ccsc3)CC2)c1
  SSB-PriA inh: -8
> COc1ccc(CC(=O)NCC(OC)c2ccco2)cc1OC (stereo not given)
  SSB-PriA inh: 14
> O=C(NCCSc1ncc(-c2ccccc2)[nH]1)C(=O)Nc1cc(F)ccc1F
  SSB-PriA inh: -14

(listing goes on)
molecule,SSB-PriA inh
CCOC(=O)N1CCC(NC(=O)C2CSc3ncc(C)c(=O)n3C2)CC1 (stereo not given),-10
CCc1ccc(S(=O)(=O)N=C2C=C(Nc3cccc(C(=O)O)c3)C(=O)c3ccccc32)cc1,-8
O=C(Nc1nc2c(Cl)cccc2s1)C1=COCCO1,-6
O=C(Nc1ccc(S(=O)(=O)N2C[C@@H]3C[C@H](C2)c2cccc(=O)n2C3)cc1)c1ccc(F)cc1,1
Nc1nnc(C2CCCCC2)o1,-6&11
Cc1ccccc1CSc1nnc(CCC(=O)O)c(=O)n1N,-8
COC(=O)c1ccc(NC(=O)C(=O)NC[C@](C)(O)c2ccc(-c3ccccc3)cc2)cc1,-17
O=C(CSc1cc(NCc2ccc(Cl)cc2)ncn1)Nc1cc(F)ccc1F,5
Cc1ccc(-c2nnc(SCC(=O)NN=Cc3ccc(C)s3)n2-c2ccc(C)cc2)cc1,-2
CCC(C)NCC(O)COc1ccccc1OC (stereo not given),-6
O=C(Nc1nnc(-c2ccc(F)cc2)o1)c1cccc(Br)c1,-20
Cc1c(C(N)=O)nnn1-c1nccs1,-14
COc1cccc(NC(=O)CSc2ncc(-c3ccc(F)cc3)o2)c1,15
O=C(Cc1ccc(Cl)cc1)Nc1nc(CN2CCc3ccccc3C2)cs1,-18&-6
CCOc1c(C)cc(S(=O)(=O)Nc2ccc3c(c2)OCC(C)(C)C(=O)N3)cc1C,-10
O=C(NN=Cc1ccccc1)c1sccc1-n1cccc1,3
Cc1ccc(S(=O)(=O)NCCNC(=O)c2ccc(NC(=O)C3CCCC3)cc2)c(C)c1,-21
Cn1nc(CNC(=O)CSc2ccc(F)cc2)cc1-c1ccncc1,2
CS(=O)(=O)c1ccc2nc(NC(=O)c3ccccc3NS(=O)(=O)c3ccccc3)sc2c1,-26
O=C(NCCc1c[nH]c2ccccc12)c1ccc(OCC(=O)C2CC2)cc1,-4
O=C(CS(=O)(=O)c1ccc(Br)s1)N1CCN(c2ccc(F)cc2)CC1,-8
COc1ccc2[nH]c3c(SCC(=O)Nc4ccccc4C(F)(F)F)ncnc3c2c1,-10
COc1cc(NC(=O)c2sc3nc(N)c(C#N)c(-c4ccc(OC)c(OC)c4)c3c2N)c(OC)cc1Cl,-11&0
Cn1nnc2c(SCC(=O)NCc3ccc(F)cc3)ncnc21,-5
O=C(CN1C(=O)CC(c2ccccc2)S(=O)(=O)c2ccccc21)Nc1ccccc1 (stereo not given),-7
COCC(=O)Nc1c(C)nc2sc(C)c(C)n2c1=O,-7
COc1ccc(OC)c2sc(NCCCN(C)C)nc12,10
COc1ccc(S(=O)(=O)N[C@H]2CC(=O)N(c3cccc(F)c3)C2)cc1OC,-13
Cc1nc(NCCNC(=O)c2cnccn2)cc(-n2cccc2)n1,8
Cc1ccc(S(=O)(=O)N2CCCC2C(=O)N(Cc2ccccn2)c2nc3c(C)ccc(C)c3s2)cc1 (stereo not given),6
CCOc1cc(N2CCN(C(=O)c3ccco3)CC2)nc(C)n1,-11
NC1=NC(=O)C(CC(=O)Nc2cccc(C(F)(F)F)c2)S1 (stereo not given),-4
Cc1noc(CNC(=O)NCc2cccs2)n1,-6
Cc1ccc([C@H](CNC(=O)COc2ccccc2F)N2CCOCC2)cc1,1
COC(=O)c1sc2ccccc2c1S(=O)(=O)NCc1cccs1,-6
COc1ccc(Cl)cc1NC(=O)Cn1c(C)cc(C)c(S(=O)(=O)c2ccc(C)c(C)c2)c1=O,-5
O=C(c1ccc(=O)n(Cc2ccc(F)cc2)n1)N1CCc2ccccc2C1,1
CC(O)=C(N=Nc1cc(C)ccc1O)C(N)=O,-13
O=C(NN=Cc1ccc(F)c(F)c1)c1cc2c(s1)-c1ccccc1CC2,-3
O=C(c1ccc2nc[nH]c2c1)N1CCC(Oc2cccnc2)CC1,-3
CS(=O)(=O)N1CCC(C(=O)Nc2nc3c(s2)Cc2ccccc2-3)CC1,8
N#Cc1ccc(S(=O)(=O)N2CCC[C@H](Cc3n[nH]c(=O)n3-c3ccccc3F)C2)cc1,-15
COc1ccc(CCS(=O)(=O)NC(C)Cc2ccoc2)cc1 (stereo not given),-16
COC(=O)c1ccc(COc2coc(CN3CCN(c4ccccc4)CC3)cc2=O)o1,2
Cc1nn(-c2ccccc2)c(C)c1N1CCN(C(=O)Cn2c(=O)oc3ccccc32)CC1,-5
CSc1ncccc1C(=O)N1CCC(CNC(=O)C(=O)Nc2ccccc2C(F)(F)F)CC1,-1
CC1=C(C(N)=O)[C@H](c2ccccc2F)n2nc(-c3cccc(Cl)c3)nc2N1,-10
CCOC(=O)NCCc1nc2ccccc2n1Cc1c(F)cccc1Cl,4
CCn1cccc(-c2nnc(SCC(=O)Nc3cc(OC)ccc3OC)n2C)c1=O,5
COC(=O)c1ccc2c(=O)n(CCC(=O)NCc3ccccc3OC)c(=S)[nH]c2c1,-1
CCCCOC(=O)c1ccc(NC(=O)c2cc3n(n2)CCCO3)cc1,-3
COc1cc(OC)c(NC(=O)c2cc3c(=O)[nH]c(C)cn3n2)cc1Cl,-10
O=S(=O)(NCc1ccnc(-c2ccsc2)c1)c1ccc(-n2cccn2)cc1,-1
C#CCn1c(=NC(=O)CN2C(=O)CCC2=O)sc2cc3c(cc21)OCCO3,-3
O=C(CNC(=O)c1cccc(F)c1)NN=Cc1cc(Br)ccc1OC(=O)/C=C/c1ccco1,1
O=C(c1cc(C2CC2)on1)N1CCOC2(CCOCC2)C1,-7
CC(C)(C)NN=C1CC(c2ccccc2)Oc2ccccc21 (stereo not given),-3
COc1ccc(-c2nnc(NC(=O)Cc3ccc(C)cc3C)o2)c(OC)c1,15
COc1ccc(NC(=O)CSc2nc(NC(C)=O)c(NC(=O)c3ccc(F)cc3)c(=O)[nH]2)cc1,-6
CCCOc1ccc(C(=O)NN=Cc2c[nH]c3ccc(Br)cc23)cc1,1

Rewritten with each value named: part of the list above.
> COC(=O)c1ccc2c(=O)n(CCC(=O)NCc3ccccc3OC)c(=S)[nH]c2c1
  SSB-PriA inh: -1
> CCCCOC(=O)c1ccc(NC(=O)c2cc3n(n2)CCCO3)cc1
  SSB-PriA inh: -3
> COc1cc(OC)c(NC(=O)c2cc3c(=O)[nH]c(C)cn3n2)cc1Cl
  SSB-PriA inh: -10

Continued.
molecule,SSB-PriA inh
Cc1cc2ncc(NS(=O)(=O)CCOc3ccccc3)cn2n1,-5
CCOC(=O)N1CCN(C(=O)CSc2nnc(Cn3c(=O)sc4ccccc43)n2CCc2ccccc2)CC1,-7
O=C(c1ccc(C(F)(F)F)cc1)N1CCC(CSc2ccccn2)CC1,-11
Cn1c(SCc2ccc([N+](=O)[O-])cc2)nnc1-c1c[nH]c2ccccc12,10
O=C(CSc1nnc(Cn2c(=O)sc3ccccc32)n1-c1cccc(Cl)c1)c1ccccc1,-8
O=C(CSc1nnc(-c2ccncc2)o1)Nc1c(Cl)cccc1Cl,-20
O=C(NCCOc1ccc2nnc(-c3ccccc3)n2n1)c1ccccc1,-12
CCC(CO)Nc1nc(Nc2cc(C)ccc2C)c2nccnc2n1 (stereo not given),-31
CN(C)S(=O)(=O)c1ccc(C(=O)NCCn2nc(-c3cccs3)ccc2=O)cc1,-1
O=C(Nc1nc2c(s1)CSc1ccccc1-2)c1coc2ccccc2c1=O,-3
CCOC(=O)c1c(NC(=O)c2cc(-c3cccs3)nc3ccccc23)sc2c1CCN(C(=O)OCC)C2,-1
COC(=O)c1cc(-c2ccc([N+](=O)[O-])cc2)n[nH]1,-3
CN(C)[C@@H](CNS(=O)(=O)Cc1ccccc1Cl)c1cn(C)c2ccccc12,-3
Cc1ccc(C)c(S(=O)(=O)Nc2ccc(Cl)c(C(F)(F)F)c2)c1,-21&-5
COCCc1nnc(NC(=O)c2ccccc2SC)o1,-5
CSc1ccc(C(O)CNC(=O)Nc2ccccc2C(F)(F)F)cc1 (stereo not given),4
Cc1nc(N2CCN(C(=O)c3c(C)noc3C)CC2)cc(C(F)(F)F)n1,-6
O=C(Cn1cnc2ccccc21)N1CCCCC(c2ccc(F)cc2)C1 (stereo not given),-16
COCC(=O)Nc1ccc2c(c1)N(CCC(C)C)C(=O)C(C)(C)CO2,25
COc1ccc(/C=N\N=C2/NC(=O)CS2)cc1OC,0
COc1cc(C=NNC(N)=O)cc([N+](=O)[O-])c1O,0
COc1ccc2ccccc2c1C=NNC(=O)c1cccc(Br)c1,-6
Cc1ccc(Cl)cc1S(=O)(=O)Nc1ccc2c(c1)CN(C(=O)C(C)C)CC2,0
O=C1c2ccccc2C(=O)N1CCCCN(C(=O)c1ccc(S(=O)(=O)N2CCCC2)cc1)c1ccc(Cl)cc1,-11
O=S(=O)(NCCN1CCN(c2ccccc2F)CC1)c1ccc2c(c1)OCCO2,14
COc1ccccc1-c1ccc(=O)n(CC(=O)Nc2ccc(C(C)=O)cc2)n1,10
COc1ccccc1N1CCN(CCNC(=O)c2cccc(OC)c2OC)CC1,-12
CCOC(=O)CN1C(=O)SC(Nc2ccc(C(=O)O)cc2)C1=O (stereo not given),3
CC1CCCC(C)N1CC(O)COc1ccc(C2CCCCC2)cc1 (stereo not given),-8
CC(=O)NN=C(C)c1ccc2c(c1)OCCO2,-16
Nc1c(C(=O)c2ccc(F)cc2)sc2nc(-c3ccccc3)cc(-c3ccco3)c12,17
O=C(O)c1ccc(NN=Cc2cc3c(cc2[N+](=O)[O-])OCO3)cc1,14
COc1ccc(CN(CC(=O)N(C)c2ccccc2)S(=O)(=O)c2cccnc2)cc1,10
CCOC(=O)N1CCN(S(=O)(=O)c2ccc(C(=O)Nc3nnc(-c4ccco4)o3)cc2)CC1,-8&2
Cc1ccc(NC(=O)NCCn2ncccc2=O)cc1F,-5
COc1cc(C=NNC(=O)CN2CCOCC2)ccc1OCc1ccccc1,4
Cn1nc(NC(=O)COc2ccccc2F)c2c1NC(=O)CC2c1ccco1 (stereo not given),-12
O=C(Nc1cccc(C(F)(F)F)c1)N1CCCC1CS(=O)(=O)c1ccccc1 (stereo not given),-9
Cc1ccc(NC(=O)Cn2cnc(-c3noc(-c4cccnc4)n3)c2)cc1F,-10
CN(C)C(CNC(=O)c1cccs1)c1ccsc1 (stereo not given),8
CC(=NNc1nc(C)cc(-c2ccccc2)n1)c1ccc(C)o1,-12
Cc1cnnn1-c1ccc(C(=O)Nc2ccc(SC#N)cc2)cc1,8
COc1ccc(OC)c(NC(=O)C(=O)NCC2(c3ccsc3)CCCC2)c1,-11
CCCCc1ccc(NC(=O)CSc2nc(N)c(NC(=O)c3cccs3)c(=O)[nH]2)cc1,-1
Cc1csc(NC(=O)CSc2nnc3ccc(-c4ccco4)nn23)n1,-6
O=S(=O)(NCC1(c2ccsc2)CCCC1)c1cccc2cccnc12,-4
COC(=O)c1ccc(C)c(-n2c(N)c(C(=O)NCc3ccccc3)sc2=S)c1,23
Cc1ccc(C)c(N2CCN(C(=O)C3CCN(c4ncnc5c4sc4ncccc45)CC3)CC2)c1,-13
O=C1CN(c2ccccc2)C(=O)C1C(=O)Nc1ccc(Br)cc1 (stereo not given),-6
O=C(C1CC(=O)N(c2cccc(F)c2)C1)N1CCN(c2cc(-n3cncn3)ncn2)CC1 (stereo not given),-18

Screens as filed in PubChem.
